TcdB GH inh: inhibitors of Clostridioides difficile toxin B glycohydrolase. TcdB glycohydrolase enzymatic assay, plate reader. inhibition, % at 9.99 µM. 350,000 tested, 0.24% active. AID 652162; in the data active = inhibition above about 10%
An asterisk follows results filed as active. A portion of the library; the hit share may differ from the screen's.

SMILES | TcdB GH inh
CCC(=O)N1CC2(C1)[C@H](c1ccccc1)[C@@H](CO)N2Cc1cccc(Cl)c1 | -1.4
N#C[C@H]1[C@H](c2ccccc2-c2cccc(F)c2)[C@@H](CO)N1C(=O)NC1CCCC1 | -7.7
COc1cc(Nc2cc(C)n(-c3cc(OC)cc(OC)c3)c(=O)c2)cc(OC)c1 | 1.0
O=C(c1ccccc1F)N1CC(=O)N2[C@H](C1)[C@H](c1ccc(-c3ccc(F)cc3)cc1)[C@@H]2CO | 0.8
CCS(=O)(=O)N1CCC2(CC1)CN(S(=O)(=O)c1cccc(OC)c1)[C@@H](CO)c1[nH]c3cc(OC)ccc3c12 | 0.1
COc1ccc2c3c([nH]c2c1)[C@@H](CO)N(C(=O)C1CCCC1)CC31CCN(C)CC1 | 0.4
CCS(=O)(=O)N1Cc2cc(C(=O)N(C)C)nc(-c3cccc(-c4ccc(F)cc4)c3)c2[C@H]1CCO | 0.6
COC(=O)[C@@]1(Cc2ccc(OC)cc2)[C@H]2c3cc(C(=O)N4CCCC4)n(Cc4ccc(S(C)(=O)=O)cc4)c3C[C@H]2CN1C(=O)c1ccccc1 | -0.5
Cc1cc2c(cc1C)-n1nnnc1C(N1CCCNCC1)C(=O)N2 (centres undefined) | 0.4
CC(=O)N1CC(=O)N2[C@H](C1)[C@H](c1ccc(C#Cc3cccnc3)cc1)[C@@H]2CO | -2.6
Cc1ccc(Nc2nc(-c3ccc(O)c(O)c3)cs2)nc1 | -2.1
Cc1ccc(S(=O)(=O)Nc2ccc3c(c2)CC(=O)N([C@H](C)CO)C[C@H](C)[C@H](CN(C)C(=O)Nc2c(C)noc2C)O3)cc1 | 0.3
C[C@H](CO)N1C[C@H](C)[C@H](CN(C)Cc2ccc(-c3ccccc3)cc2)Oc2ccc(NC(=O)CCN3CCOCC3)cc2CC1=O | -0.7
C#CCNC(=O)C[C@@H]1C[C@@]2(C(=O)OCC)CCC=C2N(Cc2ccc3c(c2)OCO3)C1=O | -2.5
OCC1COC(c2ccccc2)=N1 (centres undefined) | 0.7
CC(C)CC#Cc1ccc([C@@H]2[C@H]3CN(C(=O)Nc4ccc(F)cc4)CC(=O)N3[C@H]2CO)cc1 | 1.5
CC(=O)N1CC(=O)N2[C@H](CO)[C@H](c3ccc(C#Cc4cccnc4)cc3)[C@H]2C1 | 0.0
COc1ccc2c3c(n(C)c2c1)[C@@H](CO)N(C(=O)c1ccccc1)CC31CCN(CC2CC2)CC1 | 0.9
CCN(C)C1CN(Cc2cn(Cc3cccc(Cl)c3)nn2)S(=O)(=O)C1 (centres undefined) | 0.9
Cc1cccc(C)c1N1CCN(C(c2ccnc3ccccc23)c2nnnn2-c2ccc3c(c2)OCCO3)CC1 (centres undefined) | -2.4
O=C(C[C@H]1C[C@H]2c3cc(NC(=O)NC4CCCC4)ccc3O[C@H]2[C@@H](CO)O1)NCc1cccnc1 | 0.6
COc1ccc2c3c([nH]c2c1)[C@@H](CO)N(Cc1ccncc1)CC31CCN(Cc2ccc(-c3ccccn3)cc2)CC1 | 1.0
COC(=O)C1=CN(c2ccc(C)cc2)C(N)=C(C#N)C1c1ccc(OC)cc1 (centres undefined) | -1.7
O=S1(=O)N[C@@H](Cc2ccccc2)COc2cccc(N3CCC[C@H]3CO)c21 | 0.8
COC(=O)c1cc2c(c3c4cc(F)ccc4n(S(=O)(=O)c4ccc(C)cc4)c13)C(=O)N(Cc1ccc(N(C)C)cc1)C2 | 0.7
(list continues)
SMILES | TcdB GH inh
COC(=O)c1ccc2nc(C3CCCCC3)c(Cc3ccccc3OC)n2c1 | -1.7
C/C=C/c1ccc([C@@H]2[C@H](CO)N(C(=O)CN(C)C)C23CN(C(=O)C2CCC2)C3)cc1 | -0.4
COc1ccc2c3c(n(C)c2c1)[C@H](CO)N(S(C)(=O)=O)CC31CN(CC2CCOCC2)C1 | -0.1
CCCCNC(=O)c1nc(C2CCN(S(=O)(=O)c3ccc(S(C)(=O)=O)cc3)CC2)oc1-c1ccccc1 | 0.0
COc1ccc2c3c(n(C)c2c1)[C@H](CO)N(C(=O)C1CCOCC1)CC31CCN(Cc2cccc(F)c2)CC1 | -1.9
CCc1c(-c2ccccc2Br)ncn1CCc1ccccc1OC | 1.3
CN(C)C(=O)c1cccc(-c2ccc([C@H]3[C@@H](CO)N4C(=O)CN(C(=O)C5CC5)C[C@@H]34)cc2)c1 | 1.9
c1ccc(COCCc2cn(Cc3ccccc3)c3ccccc23)cc1 | -0.2
C[C@@H]1CN([C@@H](C)CO)C(=O)c2ccccc2-c2ccccc2CO[C@@H]1CN(C)S(=O)(=O)c1ccc([N+](=O)[O-])cc1 | 0.4
COc1ccccc1-c1ncn(Cc2cccc(-c3ccccc3)c2)c1-c1ccco1 | 0.9
Cc1noc(C)c1S(=O)(=O)Nc1ccc2c(c1)CC(=O)N([C@@H](C)CO)C[C@@H](C)[C@H](CN(C)Cc1ccc(-c3ccccc3)cc1)O2 | -1.3
CN(C)CC#Cc1ccc([C@H]2[C@H](CO)N3C(=O)CN(C(=O)c4ccc(F)cc4)C[C@@H]23)cc1 | -0.3
O=C(c1ccccn1)N1CC(=O)N2[C@@H](CO)[C@H](c3ccc(-c4cccc(F)c4)cc3)[C@@H]2C1 | -8.3
COC(=O)C1=C(C)N(Cc2ccc(C(F)(F)F)cc2)C(=NCc2cc(OC)c(OC)c(OC)c2)NC1c1cccc(Cl)c1 (centres undefined) | 2.2
CCCNC(=O)N1CC(=O)N2[C@H](CO)[C@H](c3ccc(-c4ccc(C)cc4)cc3)[C@@H]2C1 | 0.6
COc1ccc(C#Cc2c(-c3ccccc3OC)oc3ccccc23)cc1 | 1.0
C[C@H](CO)N1C[C@H](C)[C@H](CN(C)Cc2ccc(C(=O)Nc3ccccc3N)cc2)OCCCC[C@H](C)Oc2ccc(NC(=O)C3CCCCC3)cc2C1=O | 1.5
CN(C)CC(=O)N[C@@H]1CC[C@@H](CCNC(=O)C2CC2)O[C@H]1CO | 0.8
CN1C(=O)c2cc(NC(=O)C3CCCC3)ccc2OC[C@H]2O[C@@H](CC(=O)NCCc3ccncc3)CC[C@H]21 | 1.2
COc1ccc2c3c([nH]c2c1)[C@@H](CO)N(C(=O)C1CCCC1)CC31CN(C(=O)c2ccncc2)C1 | -0.5
CC(C)(C)[C@@H]1C=C(C(=O)NCc2nc3ccccc3[nH]2)O[C@H](OCc2ccc(CO)cc2)C1 | 0.3
Cn1cc([C@]2(O)C(=O)N(c3ccccc3)c3ccccc32)c2ccccc21 | 0.4
CN1c2ccc(-c3ccc(C#N)cc3)cc2[C@@H]2[C@@H](CCN2S(=O)(=O)c2ccc(F)cc2)[C@@H]1CO | -0.5
C[C@@H]1CCCCO[C@@H](CN(C)Cc2ccc(C(=O)Nc3ccccc3N)cc2)[C@@H](C)CN([C@H](C)CO)C(=O)c2cc(NS(=O)(=O)c3ccccc3)ccc2O1 | -1.3
N#C[C@@H]1[C@H](c2ccccc2-c2ccccc2F)[C@H](CO)N1C(=O)C1CCC1 | -0.4
Next part:
SMILES | TcdB GH inh
CCC(=O)N1[C@H](CO)[C@@H](c2ccccc2)C12CN(C(=O)NC1CCCC1)C2 | 1.4
COC(=O)[C@]12CCCCC=C1N(CCc1ccc(OC)c(OC)c1)C(=O)[C@H](CC(=O)NCC1CCCCC1)C2 | 2.0
O=S1(=O)c2ccc(Br)cc2OC2CCCC[C@@H]2N1Cc1ccccc1 (some centres undefined) | -0.7
COc1ccccc1NC(=O)N1CC(=O)N2[C@H](CO)[C@H](c3ccc(C#CC(C)C)cc3)[C@H]2C1 | -1.8
COc1cccc(-c2ccc3c(c2)[C@@H]2[C@@H](CCN2C(=O)CN2CCOCC2)[C@@H](CO)N3)c1 | 0.6
O=C(NCc1ccccc1)C(C1CC1)n1c(CSCCOc2ccccc2)nc2ccccc21 (centres undefined) | 0.5
CCC(=O)N1[C@H](CO)[C@H](c2ccccc2)C12CN(C(=O)c1ccncc1)C2 | 0.7
C[C@H]1CN([C@@H](C)CO)C(=O)c2c(c3ccccc3n2C)-c2ccccc2CO[C@H]1CN(C)Cc1ccc(Cl)c(Cl)c1 | 0.8
CC(C)NC(=O)N1CC2(C1)[C@H](c1ccccc1)[C@@H](CO)N2C(=O)C1CC1 | 0.5
O=C(NCC[C@H]1CC[C@@H](NC(=O)C2CCC2)[C@H](CO)O1)Nc1ccc(Cl)cc1 | -0.1
COc1ccc(C#Cc2ccc([C@@H]3[C@H](CO)N4C(=O)CN(C(=O)c5ccncc5)C[C@@H]34)cc2)cc1 | 0.0
CCCNC(=O)c1cc2c(c(-c3cccc(-c4ccc(C#N)cc4)c3)n1)[C@@H](CCO)N(C(=O)CC)C2 | 0.3
C[C@@H]1CN([C@H](C)CO)C(=O)Cc2cc(NC(=O)Cn3cnnn3)ccc2O[C@H]1CN(C)S(=O)(=O)c1ccc(F)cc1 | 1.0
CCCC#Cc1ccc([C@H]2[C@@H](CO)N3C(=O)CN(C(=O)Nc4ccccc4F)C[C@H]23)cc1 | 1.5
C[C@@H]1CN([C@@H](C)CO)C(=O)Cc2cc(NS(=O)(=O)c3cn(C)cn3)ccc2O[C@H]1CN(C)C(=O)Nc1ccc(C(F)(F)F)cc1 | 0.1
COc1ccc(C#Cc2cccc(-c3nc(C(=O)N[C@@H]4CCN(Cc5ccccc5)C4)cc4c3[C@H](CCO)N(S(=O)C(C)(C)C)C4)c2)cc1OC (some centres undefined) | -1.2
COc1ccccc1S(=O)(=O)N[C@H]1CC[C@@H](CCn2cc(C3CCCC3)nn2)O[C@@H]1CO | -0.6
CCCCNC(=O)C1C(c2ccc(OC)cc2)=Nc2ccccc2N1C(=O)c1cccnc1 (centres undefined) | 1.8
O=C1CN(Cc2ccc(F)cc2)C[C@@H]2[C@H](c3ccc(-c4ccccc4)cc3)[C@H](CO)N12 | -0.9
COc1ccc2c3c(n(C)c2c1)[C@@H](CO)NCC31CCN(Cc2cc(F)ccc2F)CC1 | 1.3
CSCCC(C(=O)NC(C)(C)C)n1c(-c2ccccc2)nc2ccccc21 (centres undefined) | 0.4
O=C(NCc1ccccc1)C(c1ccccc1)n1c(=O)c(-c2ccco2)nc2ccccc21 (centres undefined) | 0.2
COc1ccc(NC(=O)N(C)C[C@H]2Oc3ccc(NS(=O)(=O)c4ccccc4)cc3CC(=O)N([C@@H](C)CO)C[C@@H]2C)cc1 | 0.8
O=C1C=C(OCCF)CC(c2cccc([N+](=O)[O-])c2)O1 (centres undefined) | 0.5
C[C@H](CO)N1C[C@H](C)[C@H](CN(C)Cc2ccc(Cl)c(Cl)c2)OCc2ccccc2-c2c(n(C)c3ccccc23)C1=O | 0.7

A draw from above in order of molar mass, descending.
SMILES | TcdB GH inh
C[C@@H]1CN([C@@H](C)CO)C(=O)Cc2cc(NS(=O)(=O)c3cn(C)cn3)ccc2O[C@H]1CN(C)C(=O)Nc1ccc(C(F)(F)F)cc1 | 0.1
C[C@H](CO)N1C[C@H](C)[C@H](CN(C)Cc2ccc(Cl)c(Cl)c2)OCc2ccccc2-c2c(n(C)c3ccccc23)C1=O | 0.7
CCCNC(=O)c1cc2c(c(-c3cccc(-c4ccc(C#N)cc4)c3)n1)[C@@H](CCO)N(C(=O)CC)C2 | 0.3
O=C(NCc1ccccc1)C(C1CC1)n1c(CSCCOc2ccccc2)nc2ccccc21 (centres undefined) | 0.5
COc1ccccc1S(=O)(=O)N[C@H]1CC[C@@H](CCn2cc(C3CCCC3)nn2)O[C@@H]1CO | -0.6
COc1ccccc1NC(=O)N1CC(=O)N2[C@H](CO)[C@H](c3ccc(C#CC(C)C)cc3)[C@H]2C1 | -1.8
COc1cccc(-c2ccc3c(c2)[C@@H]2[C@@H](CCN2C(=O)CN2CCOCC2)[C@@H](CO)N3)c1 | 0.6
O=C(NCc1ccccc1)C(c1ccccc1)n1c(=O)c(-c2ccco2)nc2ccccc21 (centres undefined) | 0.2
O=C1CN(Cc2ccc(F)cc2)C[C@@H]2[C@H](c3ccc(-c4ccccc4)cc3)[C@H](CO)N12 | -0.9
CSCCC(C(=O)NC(C)(C)C)n1c(-c2ccccc2)nc2ccccc21 (centres undefined) | 0.4
CC(C)NC(=O)N1CC2(C1)[C@H](c1ccccc1)[C@@H](CO)N2C(=O)C1CC1 | 0.5
O=C1C=C(OCCF)CC(c2cccc([N+](=O)[O-])c2)O1 (centres undefined) | 0.5

Following part
SMILES | TcdB GH inh
COCCN1C(=O)c2ccccc2C1c1nnnn1Cc1ccccc1 (centres undefined) | 1.8
Cc1ccc(-c2ccc([C@H]3[C@H]4CN(C(=O)CN5CCOCC5)CC(=O)N4[C@H]3CO)cc2)cc1 | 0.3
C[C@@H]1CN([C@@H](C)CO)C(=O)c2cccc(NS(=O)(=O)c3ccccc3)c2O[C@H]1CN(C)S(=O)(=O)c1cn(C)cn1 | -0.5
Cc1cc(NN=Cc2ccccn2)nc2ccccc12 | -0.1
CCCNC(=O)N1CC2(C1)CN(C(=O)c1cccnc1)[C@@H](CO)c1[nH]c3cc(OC)ccc3c12 | -0.1
COc1ccc2c3c(n(C)c2c1)[C@@H](CO)N(CC1CC1)CC31CCN(C(=O)CC2CC2)CC1 | 3.9
Cc1ccc2nc(C3CCCCC3)c(Cc3ccsc3)n2c1 | -1.5
O=C(C1CCCC1)N1CC(=O)N2[C@H](C1)[C@@H](c1ccc(C#Cc3cccc(F)c3)cc1)[C@@H]2CO | 1.4
O=S(=O)(c1ccc(F)cc1)N1CCCc2nc(-c3ccc(F)cc3)ccc21 | -0.6
CCOC1=C2CN(S(=O)(=O)c3ccc(C)cc3)C(c3cccc(Cl)c3)CC2N(S(=O)(=O)c2ccc(C)cc2)C(c2ccncc2)C1 (centres undefined) | 1.8
Nc1[nH]c(C(=O)c2ccc(Br)cc2)c(-c2ccncc2)c1C(=O)c1ccccc1 | -1.6
COC(=O)C1=C(C)N(Cc2cccc(C(F)(F)F)c2)C(=NCc2ccc3c(c2)OCO3)NC1CCc1ccccc1 (centres undefined) | 2.4
CC1=CC2C3C(=O)N(c4ccccc4)C(=O)C3C1C(=O)C2(O)C(C)C (centres undefined) | 0.8
CCCN1C(=O)c2n[nH]c(C)c2C1c1ccc(Br)cc1 (centres undefined) | 2.4
N#C[C@H]1[C@H](c2ccccc2-c2ccccc2F)[C@@H](CO)N1C(=O)C1CC1 | 0.3
C/C=C/c1ccc([C@H]2[C@@H](CN(C)C(=O)CC)N(C(=O)C3CC3)[C@H]2CO)cc1 | -0.8
N#Cc1cccc(-c2ccc3c(c2)[C@H]2[C@H](CCN2S(=O)(=O)c2ccccc2)[C@@H](CO)N3)c1 | -0.3

From PubChem
